zVAD death inh: inhibitors of zVAD-triggered necroptosis, primary screen, L929 cells; L929 zVAD necroptosis rescue, ATP luminescence, 24 h; with zVAD 60 µM; viability rescue, % at 10 µM; actives 0.38% (n = 220,000); AID 1377, 2008;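 active = activation, scaled between plate controls, above about 75%, limit read from the data; inactive = activation under that limit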;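 also: 0% = zVAD with DMSO and 100% = DMSO alone without zVAD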
PGE2 EP2 inh: human EP2 receptor antagonists, primary screen, TR-FRET cAMP, C6 glioma cells; Prostaglandin E2 receptor EP2 subtype (Homo sapiens), P43116; C6 glioma cells expressing human EP2; cells stimulated with saturating PGE2; actives 0.52% (n = 260,000); inhibition, % at 25 µM;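 active = percent inhibition above 40 after rounding to a whole number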;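 also: rat C6 glioma host cells with rolipram phosphodiesterase inhibitor present; the protocol text gives 20 µM as final concentration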
Target sequence (P43116 whole entry, looked up): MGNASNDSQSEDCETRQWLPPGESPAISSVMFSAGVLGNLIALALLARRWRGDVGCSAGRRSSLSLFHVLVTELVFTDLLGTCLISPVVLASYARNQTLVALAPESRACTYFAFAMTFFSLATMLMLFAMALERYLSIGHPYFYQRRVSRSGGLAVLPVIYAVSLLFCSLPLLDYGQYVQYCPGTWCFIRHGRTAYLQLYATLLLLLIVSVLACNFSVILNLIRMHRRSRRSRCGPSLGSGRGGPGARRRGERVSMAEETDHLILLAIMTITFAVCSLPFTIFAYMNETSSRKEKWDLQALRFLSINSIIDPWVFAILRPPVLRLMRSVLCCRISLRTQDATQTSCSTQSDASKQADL
Runt-CBFb FRET: inhibitors of RUNX1 Runt–CBFb binding, primary screen, biochemical, FRET, Cerulean-Runt, Venus-CBFb, uHTS | inhibition, % at 20 µM | Runt-related transcription factor 1 (Homo sapiens) + Core-binding factor subunit beta … | Cerulean-Runt/Venus-CBFb FRET ratio 530/480, 1 h | actives 0.46% (n = 220,000) | AID 1496, 2009;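 active = inhibition over about 50% at 20 µM in the single-dose screen, limit read from the data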;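 also: 0% = DMSO wells and 100% = excess unlabeled CBFb competitor control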
Target sequence (Q01196 whole entry, looked up): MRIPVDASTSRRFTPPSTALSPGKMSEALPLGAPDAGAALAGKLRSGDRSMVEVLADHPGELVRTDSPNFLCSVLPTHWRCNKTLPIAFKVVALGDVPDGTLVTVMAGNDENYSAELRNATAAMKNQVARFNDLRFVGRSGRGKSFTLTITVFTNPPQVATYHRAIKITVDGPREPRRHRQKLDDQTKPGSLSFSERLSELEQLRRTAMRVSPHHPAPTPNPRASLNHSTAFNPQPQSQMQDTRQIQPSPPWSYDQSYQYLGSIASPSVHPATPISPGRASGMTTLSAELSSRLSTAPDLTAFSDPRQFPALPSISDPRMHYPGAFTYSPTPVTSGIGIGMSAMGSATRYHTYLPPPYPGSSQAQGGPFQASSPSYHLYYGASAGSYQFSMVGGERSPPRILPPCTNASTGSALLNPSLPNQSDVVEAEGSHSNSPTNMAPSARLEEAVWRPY
Target sequence (Q13951 whole entry, looked up): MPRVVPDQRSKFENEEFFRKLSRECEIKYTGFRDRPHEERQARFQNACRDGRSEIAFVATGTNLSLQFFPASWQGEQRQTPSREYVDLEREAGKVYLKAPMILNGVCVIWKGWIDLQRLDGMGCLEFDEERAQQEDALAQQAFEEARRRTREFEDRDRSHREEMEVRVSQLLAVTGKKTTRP
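Assay system: Cerulean-tagged RUNX1 Runt domain (FRET donor) fusion protein / Amount: 100 nM each of Venus-CBFb and Cerulean-Runt domain / Medium: Tris buffer pH 7.5 with salts and BSA / Also added: Venus-CBFb 100 nM / Schedule: 1 h complex formation plus 1 h compound treatment, room temperature / Signal: FRET fluorescence / Read-out: loss of energy transfer signal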
Hck-Nef inh: inhibitors of Nef-activated human Hck kinase, primary screen, biochemical, Z-Lyte FRET, 384-well, Hck-YEEI; Tyrosine-protein kinase HCK (Homo sapiens), P08631; Recombinant Hck-YEEI plus Nef, Z-Lyte FRET kinase assay; inhibition, % at 20 µM; actives 0.68% (n = 220,000); AID 463187, 2010;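 active = Hck-Nef kinase inhibition above about 50%, limit read from the data; inactive = inhibition below that limit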;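 also: 0% = DMSO with Hck plus Nef and 100% = Hck alone without Nef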
EP2 mod: EP2 receptor modulators, cAMP readout, primary screen, cell-based, HTRF cAMP, PGE2 stimulation; EP2-expressing cells, cAMP HTRF FRET, PGE2 co-stimulation; actives 0.83% (n = 260,000); induction, % at 25 µM;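 active = compounds whose cAMP rise, as percent of the full-agonist control response, exceeds 60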;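 also: rat C6 glioma line stably carrying human EP2 under a CMV promoter; the protocol text gives 20 µM as final concentration; 100% = response of wells given 1 µM PGE2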
RBBP9 inh: human RBBP9 inhibitors, primary screen, biochemical, fluorescence polarization, FP-Rh probe, HTS; Serine hydrolase RBBP9 (Homo sapiens), O75884; recombinant RBBP9; inhibition, % at 7.94 µM; actives 0.2% (n = 220,000); AID 1515, 2009;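 active = inhibition above the campaign mean of all tested compounds plus 3 SD, cut at about 14% in these data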;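 also: plate controls were DMSO wells with RBBP9 for no effect and wells lacking RBBP9 protein for full effect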
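System: RBBP9 protein / Quantity: 2.5 µM RBBP9 dispensing solution, before mixing / Also added: Serine-hydrolase probe FP-Rh, 375 nM pre-mixing / Dosing: 7.94 µM single dose, 0.794% DMSO / Timing: enzyme-compound preincubation 30 min, then probe labeling 45 min, 25 °C / Signal: FP readout at 525/598 nm / Controls: DMSO-treated enzyme wells and wells lacking RBBP9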
PERK inh: block of dimerizer-induced PERK translation repression, primary screen, PERK inhibitor project, CHO PERK-DD cells, SEAP luminescence, HTS. Eukaryotic translation initiation factor 2-alpha kinase 3 (Homo sapiens), Q9NZJ5. CHO PERK-DD fusion, SEAP luminescence translation reporter. inhibition, % at 5.6 µM. actives 0.17% (n = 220,000);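 active = inhibition above the mean inhibition of all tested compounds plus 3 SD, set separately per screening campaign, cut at about 2.9% in these data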;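 also: PERK kinase domain activated by AP20187 dimerizer at 100 nM; 0% = DMSO with dimerizer and 100% = rapamycin at 8.4 µM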
Runt-SMMHC FRET: inhibitors of RUNX1 Runt–CBFb-SMMHC binding, primary screen, biochemical, FRET, Cerulean-Runt, Venus-CBFb-SMMHC, uHTS. Cerulean-Runt/Venus-CBFb-SMMHC FRET ratio 530/480, 1 h. actives 0.74% (n = 220,000). inhibition, % at 20 µM. Runt-related transcription factor 1 (Homo sapiens) + Core-binding factor subunit beta …;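 active = mean inhibition across duplicate retests at 20 µM reaching about 50%, limit read from the data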;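 also: 0% = DMSO wells and 100% = wells with excess untagged CBFb-SMMHC; inhibitors lower the FRET ratio by blocking Runt binding to CBFb-SMMHC; some results filed as inactive read as strong as hits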
TNF death inh: inhibitors of TNF-alpha triggered necroptosis, primary screen, cell-based, Jurkat FADD-/-, single concentration | activation (protection from cell death), % at 10 µM | actives 0.068% (n = 220,000) | Jurkat FADD-/- TNF necroptosis rescue, ATP luminescence, 24 h; 0 = TNF only, 100 = no-TNF cells;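 active = activation, meaning protection from cell death, of at least 50% relative to plate controls; inactive = activation below 50%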;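 also: necroptosis triggered by 40 ng/mL TNF-alpha added together with compound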
An asterisk follows results filed as active; / = not tested or not shown; & = joins results of further samples.

SMILES	zVAD death inh	PGE2 EP2 inh	Runt-CBFb FRET	Hck-Nef inh	EP2 mod	RBBP9 inh	PERK inh	Runt-SMMHC FRET	TNF death inh
CC(C)C(=O)NNC(=O)c1csc(CS(=O)(=O)c2ccc(Cl)cc2)n1	0.5	7	0	17	20	4	2.1	-4	3.0
CCOc1ccc(N/C=C\C(=O)c2ccc3c(c2)OCO3)cc1	0.0	14	/	8	-4	-7	0.2	/	0.4
Cc1nn(C)cc1/C=N/NC(=O)Cn1nnc(N)n1	0.0	7	0	32	15	-4	1.2	-41	3.2
Cc1ccc(C)c(N2CCN(C(=O)CCCOc3cc(=O)n(C)c4ccccc34)CC2)c1	0.2	4	-16	0	18	-8	-0.8	-5	-14
COc1cccc(C(=O)COc2cccc(NC(=O)c3cccc([N+](=O)[O-])c3)c2)c1	0.0	21	0	1	-51	-14	-0.5	-169	-14
CNc1oc(-c2ccc(OCc3ccccc3)cc2)nc1C#N	-0.7	/	-3	-1	-4	-4	-0.7	-18	3.3
O=C(CSc1nc2ccccc2c(=O)n1-c1ccc(F)cc1)NCc1ccco1	-0.5	6	6	28	20	5	-0.8	-3	-0.2
CC1CN(Cc2cnc(Cl)s2)CC(C)O1 (stereo unspecified)	3.6	13	-1	1	-8	-1	2.1	-2	-0.4
O=[N+]([O-])c1cccc(-c2nnc(-c3ccc4c(c3)OCO4)o2)c1	0.7	2	2	9	-4	-5	0.4	3	-0.1
Cc1ccc(C(=O)N2CCOCC2)c(F)c1F	9.6	10	0	5	35	-2	1.3	-6	0.8
CCOC(=S)SCC(=O)Nc1nc(C)c(C)s1	16	10	14	31	-1	-5	1.5	4	-13
COc1ccc(Cc2nnc(SCC(=O)NCC3CCCO3)o2)cc1 (stereo unspecified)	-0.3	8&10	-3	2	-7&10	-10	0.8	-5	0.2
Cc1ccc2oc(C(=O)Nc3nnc(C)s3)c(C)c2c1	1.5	21	1	1	2	1	0.8	0	0.7
COc1ccc(Cc2noc(CN3CCNC(=O)CC3)n2)cc1OC	0.3	5	0	4	2	-2	1.0	-2	-0.5
O=C(c1ccc(CSc2ccccc2)cc1)N1CCCCCC1	-0.1	14	-6	6	-24	-8	-0.2	-1	2.3
O=C(Cn1c(=O)n(CCc2c[nH]c3ccccc23)c(=O)c2cccnc21)Nc1ccccc1F	/	7	-1	-5	17	-11	-0.3	3	0.1
Cc1cccc(C)c1NC(=O)NNC(=O)c1cc(C(C)(C)C)nn1Cc1ccccc1	1.1	5	2	11	14	-5	0.8	-3	1.5
CCn1c(/C(C#N)=C(\O)CCc2ccccc2)nc2ccccc21	0.0	8	20	0	12	2	0.7	23	-0.5
CCOC(=O)c1c(C)n(C(=O)c2ccco2)c(=O)n1C(=O)c1ccco1	1.2	2	-3	5	38	5	1.0	-2	-1.2
Cc1cccc(NC(=O)Cn2c(O)c(N=NC(=O)c3ccncc3)c3ccccc32)c1	0.0	4	-3	22	-9	6	1.2	-4	-0.2
Cn1nccc1NC(=O)CSCC(=O)O	-0.2	4	1	2	-12	-10	1.7	-2	1.9
Cc1ccc(/C=C/C(=O)c2ccccc(=O)c2O)cc1C	0.5	6	8	17	-3	-8	-0.5	-9	-5.8
Cc1cccc(C(=O)c2ccccc2C(=O)O)c1	-0.1	13	3	14	-18	-9	2.5	-2	-0.2
O=C(N/N=C/c1ccsc1)c1cc(O)cc(O)c1	0.4	10	/	4	28	1	-0.1	2	-3.3
O=C(N[C@@H](Cc1ccccc1)C(=O)O)c1ccncc1	0.5	21	-1	8	10	1	0.2	-1	0.7

Other results follow:
SMILES	zVAD death inh	PGE2 EP2 inh	Runt-CBFb FRET	Hck-Nef inh	EP2 mod	RBBP9 inh	PERK inh	Runt-SMMHC FRET	TNF death inh
CCNC(=O)CSc1nc2ccccc2c(=O)n1-c1cc(OC)ccc1OC	0.0	5	1	11	10	-7	-1.1	-3	-2.6
OC(Cn1ccnc1)c1ccc(Cl)cc1Cl (stereo unspecified)	1.3	14	5	0	12	-4	-0.1	2	-0.2
O=C1CC(N2CCN(c3cccc(C(F)(F)F)c3)CC2)C(=O)N1c1ccc(F)cc1 (stereo unspecified)	-0.2	8	-8	-1	19	-7	0.7	-7	-1.9
O=C(OCC(=O)N1CCN(c2ccccc2)CC1)c1ccc2ccccc2n1	0.4	3	-2	0	17	-4	1.4	4	-0.9
COc1cc(/C=N/NC2=NC(C)(C)Cc3ccccc32)cc(OC)c1OC	-0.9	12	0	12	14	-14	-0.5	-5	0.5
[N-]=[N+]=CC(=O)c1ccnc(C(=O)C=[N+]=[N-])c1	0.3	8	0	-1	23	-4	1.3	-1	-1.4
Cc1ccc2c([N+](=O)[O-])cccc2n1	0.6	3	-1	-1	9	-4	1.1	0	0.8
COc1ccccc1CCNC(=O)c1cnn2c(C(F)F)cc(C)nc12	-1.3	8	-3	-7	1	-7	-0.8	7	-1.2
C#CCOCCOCCOCCNc1nc(N2CCN(C(=O)[C@H](C)n3cc(CCCN=C(N)N)nn3)CC2)nc(N2CCN(C(=O)[C@H](Cc3ccc(O)cc3)n3cc(CCO)nn3)CC2)n1	2.3	/	0	-2	-52	-5	0.2	-4	2.8
COc1ccc(C(=O)Nc2cnc3ccccn3c2=O)cc1	2.4	-1	0	24	-20	-1	0.2	-2	-0.4
Cc1cc(NC(=O)CCC(=O)N(c2ccccc2)C(C(=O)NC2CCCC2)c2ccccc2)no1 (stereo unspecified)	0.1	13	-5	10	19	1	-0.4	1	-1.1
CC1(C)CC(=O)C2=C(C1)OC(=O)C2(NC(=O)c1cccs1)C(F)(F)F (stereo unspecified)	-0.6	7	0	-1	16	5	0.8	-1	-1.5
COc1ccc(N2CC(O)=C(c3nc(C)cs3)C2=N)cc1	3.5	13	-2	0	-18	-4	1.2	-3	-0.7
O=C1Nc2ccc(S(=O)(=O)N3CCCC3)c3ccc(S(=O)(=O)N4CCCC4)c1c23	-0.2	0&10	-2	0	2&-40	-14	0.7	-1	-0.8
CCOC(=O)C1CCN(S(=O)(=O)c2ccc(C)c(C)c2)CC1	0.3	18	/	20	-42	0	0.3	/	0.6
CCC(Sc1nc(C)cc(=O)[nH]1)C(=O)Nc1nc2c(s1)CCCC2 (stereo unspecified)	1.1	6	0	2	18	-5	0.4	-5	-2.2
CCOc1ccc(C(=O)Nc2ccc(-c3cc4ccccc4oc3=O)c(C)c2)cc1[N+](=O)[O-]	-0.3	9	0	5	4	1	0.9	-1	4.7
O=C(CCC(=O)Nc1ccccc1)NNC(=O)C(c1ccccc1)c1ccccc1	1.7	7	1	1	-2	2	0.4	4	1.4
CC1CCC2(CC1)NC(=O)N(CC(=O)Nc1ccccc1-c1ccccc1)C2=O (stereo unspecified)	1.2	8	-2	20	-3	-1	0.0	0	1.2
CN(C)C(CNc1ncnc2sccc12)c1ccccc1 (stereo unspecified)	2.4	7	0	21	-22	-5	-0.6	-4	1.7
COCCCn1cnc2c(c1=O)c1nc3ccccc3nc1n2-c1ccc(C)cc1	0.3	12	0	2	0	3	-0.7	2	-3.4
c1ccc(COc2ccccc2CNc2nn[nH]n2)cc1	2.8	4	1	-16	28	3	2.0	2	0.2
COCc1[nH][nH]c(=O)c1C=Nc1ccc(Oc2ccccc2)cc1	-0.9	20	1	91*	-20	-5	-0.6	-2	-13
COc1ccccc1CN(Cc1cc2c(C)ccc(C)c2[nH]c1=O)Cc1nnnn1Cc1ccco1	0.2	18	11	3	0	-6	-0.2	12	-0.1
CCOc1cc(NC(=S)NCCCN2CCOCC2)c(OCC)cc1NC(=O)c1ccccc1C	0.2	3	-1	-3	10	1	0.3	1	0.3
Cc1nc(SCC(=O)NC(C)(C)C)c2c(-c3cccs3)csc2n1	0.4	6	1	2	-12	-11	-1.2	0	1.9
CCOc1cccc(C2C(C(=O)c3ccc(C)o3)=C(O)C(=O)N2Cc2ccncc2)c1 (stereo unspecified)	0.3	16&14	0	2	42&2	-4	0.7	2	-4.4
O=C(Oc1ccc(Cl)c2cccnc12)C12CC3CC(CC(C3)C1)C2	-0.2	4	-2	1	-15	-9	-0.1	-1	-8.9

As a short view, 10 of the compounds above.
SMILES	zVAD death inh	PGE2 EP2 inh	Runt-CBFb FRET	Hck-Nef inh	EP2 mod	RBBP9 inh	PERK inh	Runt-SMMHC FRET	TNF death inh
CCNC(=O)CSc1nc2ccccc2c(=O)n1-c1cc(OC)ccc1OC	0.0	5	1	11	10	-7	-1.1	-3	-2.6
OC(Cn1ccnc1)c1ccc(Cl)cc1Cl (stereo unspecified)	1.3	14	5	0	12	-4	-0.1	2	-0.2
O=C1CC(N2CCN(c3cccc(C(F)(F)F)c3)CC2)C(=O)N1c1ccc(F)cc1 (stereo unspecified)	-0.2	8	-8	-1	19	-7	0.7	-7	-1.9
O=C(OCC(=O)N1CCN(c2ccccc2)CC1)c1ccc2ccccc2n1	0.4	3	-2	0	17	-4	1.4	4	-0.9
COc1cc(/C=N/NC2=NC(C)(C)Cc3ccccc32)cc(OC)c1OC	-0.9	12	0	12	14	-14	-0.5	-5	0.5
[N-]=[N+]=CC(=O)c1ccnc(C(=O)C=[N+]=[N-])c1	0.3	8	0	-1	23	-4	1.3	-1	-1.4
Cc1ccc2c([N+](=O)[O-])cccc2n1	0.6	3	-1	-1	9	-4	1.1	0	0.8
COc1ccccc1CCNC(=O)c1cnn2c(C(F)F)cc(C)nc12	-1.3	8	-3	-7	1	-7	-0.8	7	-1.2
C#CCOCCOCCOCCNc1nc(N2CCN(C(=O)[C@H](C)n3cc(CCCN=C(N)N)nn3)CC2)nc(N2CCN(C(=O)[C@H](Cc3ccc(O)cc3)n3cc(CCO)nn3)CC2)n1	2.3	/	0	-2	-52	-5	0.2	-4	2.8
COc1ccc(C(=O)Nc2cnc3ccccn3c2=O)cc1	2.4	-1	0	24	-20	-1	0.2	-2	-0.4

Screening data as filed in PubChem BioAssay.

A portion of the library; rates above refer to the full screens.
